# DDE Tn7 FP inh: DD(E)-Tn7 binding inhibition, primary FP screen; P02675; FP displacement of FITC-Tn7 peptide from fibrin DD(E); 0% = median of compound wells per plate; inhibition, % at 8.3 µM; 370,000 tested, 0.13% active; AID 720508;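 active = inhibition above the mean of compounds falling within the control limits plus 3 SD of them, cut at about 14% in these data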;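 also: 0% = plate median of compound wells and 100% = 10 µM Aha-Tn7 peptide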
#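 assay system = human clot-derived fibrin DD(E) complex | quantity = Fibrin-DD(E) at 2 µM final | timing = 10 min preincubation, 3 h with tracer, room temperature | signal = fluorescence polarization | measure = percent inhibition | benchmarks = high control wells with 10 µM unlabelled Aha-Tn7 peptide (full inhibition) | replicates = singlicate testing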
# LEDGF integ inh: blocks HIV-1 LEDGF/p75-dependent DNA integration; AID 743269; TR-FRET IN-LEDGF/p75 DNA integration, Eu/Cy5; 370,000 tested, 0.64% active; inhibition, % at 3.7 µM;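 active = inhibition above the screen-wide mean plus 3 SD, cut at about 13% in these data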;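 also: signal is the Cy5 over europium emission ratio at 671 and 618 nm; 0% = plate median of compound wells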
# ABHD4 inh: inhibits mouse alpha/beta hydrolase domain 4; purified mABHD4, FP-Rh probe fluorescence polarization; inhibition, % at 8.92 µM; 370,000 tested, 0.54% active; AID 720543;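 active = inhibition exceeding the mean over every tested compound plus 3 SD, cut at about 30% in these data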;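 also: 0% = plate median of compound wells and 100% = S159A mutant with DMSO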
#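 Assay system: mouse ABHD4 enzyme, wild type / Also added: fluorescent activity-based probe FP-Rh / Doses: single nominal dose of 8.92 µM, 0.89% DMSO final / Timing: 45 min compound pre-incubation plus 60 min probe step, 25 °C / Signal: FP readout, ex 525 nm / em 598 nm / Control set: S159A mutant/DMSO as 100%, compound-well median as 0%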
# SIAE primary: blocks human sialic acid acetylesterase; Q9HAT2; SIAE FP-Rh probe binding, fluorescence polarization; inhibition, % at 9.66 µM; 370,000 tested, 0.69% active;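 active = inhibition above a cutoff: mean of compounds within the control limits plus 3 SD of those, cut at about 17% in these data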;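 also: 0% = plate median of compound wells and 100% = probe without SIAE protein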
# Target sequence (Q9HAT2 whole entry, looked up): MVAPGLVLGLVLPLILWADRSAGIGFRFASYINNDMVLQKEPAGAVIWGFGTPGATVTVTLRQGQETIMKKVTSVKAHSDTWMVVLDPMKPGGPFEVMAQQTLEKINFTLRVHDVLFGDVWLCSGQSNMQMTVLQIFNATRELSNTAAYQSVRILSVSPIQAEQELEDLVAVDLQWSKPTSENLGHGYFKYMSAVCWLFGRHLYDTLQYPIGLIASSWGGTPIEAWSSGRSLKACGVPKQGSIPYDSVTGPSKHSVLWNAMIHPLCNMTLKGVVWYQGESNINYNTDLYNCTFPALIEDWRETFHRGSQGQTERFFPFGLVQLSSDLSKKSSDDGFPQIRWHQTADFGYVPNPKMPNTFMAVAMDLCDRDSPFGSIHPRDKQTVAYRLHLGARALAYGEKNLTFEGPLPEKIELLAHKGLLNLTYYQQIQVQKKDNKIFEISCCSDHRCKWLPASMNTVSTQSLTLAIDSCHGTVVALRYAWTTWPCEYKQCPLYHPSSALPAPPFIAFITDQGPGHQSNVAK
# PRMT1 FP inh: blocks human protein arginine methyltransferase 1. recombinant PRMT1, activity-based probe fluorescence polarization. inhibition, % at 2.79 µM. 370,000 tested, 1.3% active;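 active = inhibition above about 21% made by adding two undisclosed values, limit read from the data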
# HTRA1 inh: blocks human HTRA1 serine peptidase | Q92743 | inhibition, % at 5.96 µM | recombinant HTRA1, FP-rhodamine activity-based probe, fluorescence polarization | 340,000 tested, 0.5% active | AID 504803; in the data active = inhibition above about 36%;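 also: 0% = enzyme with DMSO and 100% = wells lacking enzyme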
# Target sequence (Q92743 whole entry, looked up): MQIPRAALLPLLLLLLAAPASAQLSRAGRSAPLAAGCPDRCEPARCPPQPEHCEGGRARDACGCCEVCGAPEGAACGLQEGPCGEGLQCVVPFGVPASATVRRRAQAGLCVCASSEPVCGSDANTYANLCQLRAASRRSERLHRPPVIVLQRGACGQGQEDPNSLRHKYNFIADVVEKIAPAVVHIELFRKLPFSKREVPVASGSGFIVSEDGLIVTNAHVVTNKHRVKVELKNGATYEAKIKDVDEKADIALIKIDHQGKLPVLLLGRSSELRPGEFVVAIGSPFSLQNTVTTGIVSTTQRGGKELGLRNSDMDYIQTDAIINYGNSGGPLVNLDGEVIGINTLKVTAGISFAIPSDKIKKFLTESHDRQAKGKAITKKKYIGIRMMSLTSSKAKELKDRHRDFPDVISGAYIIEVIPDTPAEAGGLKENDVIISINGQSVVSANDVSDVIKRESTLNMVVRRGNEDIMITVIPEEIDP
# TDP2 inh: TDP2 (human) inhibition, absorbance primary screen; O95551; recombinant TDP2, T5PNP hydrolysis, p-nitrophenol absorbance 415 nm; inhibition, % at 12.8 µM; 370,000 tested, 0.34% active;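 active = inhibition above the mean of all tested compounds plus 3 SD, set per campaign, cut at about 25% in these data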;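 also: 0% = DMSO with enzyme and 100% = buffer with substrate but no TDP2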
#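 System – recombinant human TDP2 · Quantity – TDP2 enzyme at 120 nM final · Doses – single concentration, 12.8 µM nominal, with 1% DMSO · Incubation – 2 h at 37 °C · Measured by – epi absorbance of p-nitrophenol freed from T5PNP by hydrolysis · Read-out – % inhibition relative to enzyme-containing and enzyme-free wells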
# TCR-CD3 inh: human TCR-CD3 binding inhibition; TAMRA-labeled TCR probe fluorescence, biochemical; inhibition, % at 9.4 µM; 360,000 tested, 0.37% active; AID 651800; in the data active = inhibition above about 19%;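 also: recombinant mutant TCR 2C K166C tagged with TAMRA read by polarization; 0% = receptor in buffer alone and 100% = receptor with positive control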
# PG9 Ab binder: small molecules binding HIV-1 gp120 antibody PG9; TR-FRET gp120-PG9 antibody binding; inhibition, % at 6.7 µM; 360,000 tested, 0.43% active; in the data active = inhibition above about 8.5%
# UHRF1 MBD2 ctr: UHRF1 methyl-DNA binding inhibition | 370,000 tested, 0.75% active | inhibition, % at 4.4 µM | UHRF1 binding to methylated oligo, TR-FRET | AID 687016; in the data active = inhibition above about 21%;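 also: UHRF1 SRA domain binding a hemimethylated CpG hairpin DNA probe; 0% = median of test compound wells and 100% = reference inhibitor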
# The depositor's hits bear a star; . = not tested or not shown. Hits appear at their usual frequency (roughly 4.2% active in at least one column).
# Preview, 4 compounds:
DDE Tn7 FP inh,LEDGF integ inh,ABHD4 inh,SIAE primary,PRMT1 FP inh,HTRA1 inh,TDP2 inh,TCR-CD3 inh,PG9 Ab binder,UHRF1 MBD2 ctr,molecule
2,2,-8,11,-3,-1,7,7,-1.0,1,Cc1cc(/C=C2\SC(=S)N(C)C2=O)c(C)n1-c1cccc(O)c1
3,2,5,0,-1,2,7,-1,1.2,-2,CCC(=O)N1CCN(c2ccccc2NC(=O)Cc2ccccc2)CC1
9,2,0,4,2,-4,-8,6,-0.2,0,O=C(c1ccc2ccccc2n1)N1CCN(Cc2c(F)cccc2Cl)CC1
4,-2,-1,1,-3,-5,8,7,-2.3,-1,CN1CCN(c2cc(=O)n(Cc3ccc(F)cc3)c(=O)[nH]2)CC1

# The list itself, from the first entry:
DDE Tn7 FP inh,LEDGF integ inh,ABHD4 inh,SIAE primary,PRMT1 FP inh,HTRA1 inh,TDP2 inh,TCR-CD3 inh,PG9 Ab binder,UHRF1 MBD2 ctr,molecule
2,2,-8,11,-3,-1,7,7,-1.0,1,Cc1cc(/C=C2\SC(=S)N(C)C2=O)c(C)n1-c1cccc(O)c1
3,2,5,0,-1,2,7,-1,1.2,-2,CCC(=O)N1CCN(c2ccccc2NC(=O)Cc2ccccc2)CC1
9,2,0,4,2,-4,-8,6,-0.2,0,O=C(c1ccc2ccccc2n1)N1CCN(Cc2c(F)cccc2Cl)CC1
4,-2,-1,1,-3,-5,8,7,-2.3,-1,CN1CCN(c2cc(=O)n(Cc3ccc(F)cc3)c(=O)[nH]2)CC1
3,-3,0,-3,1,0,-3,-10,-2.0,3,CCCCN(CC)C(=O)C1CCC(CNS(=O)(=O)c2cccc3nsnc23)CC1 (centres undefined)
-6,5,-7,1,0,9,-6,-6,-4.2,7,COC1=C/C(=C/c2c(N)n3nc(CC(=O)N4CCCC4)sc3nc2=O)C=CC1=O
7,-4,1,0,0,4,-4,-2,0.0,0,OCc1ccccc1Cn1ccnc1
3,-3,6,6,2,9,3,3,0.7,0,Nc1cc(-c2ccco2)no1
-3,0,4,2,3,-3,4,7,0.5,-2,COc1ccc(S(=O)(=O)N2CCCC2CNC(=O)C(=O)NCc2cccs2)cc1 (centres undefined)
6,-2,1,2,2,6,4,7,-0.9,-3,COc1ccccc1C(=O)NNC(=O)c1ccccc1F
4,1,1,-8,0,-6,0,4,-11,-5,COc1ccc(/C=N/N=C2/C(=O)Nc3ccccc32)cc1O
1,-2,-1,5,1,2,6,-2,-0.1,0,C=CCN(C#N)c1nc(OC)nc(N2CCCC2)n1
2,4,4,8,-5,-2,12,3,1.2,0,Cc1nn(CC(=O)Nc2ccc(Cl)cc2)c(=O)c2cc(-c3ccccc3)nn12
11,0,4,-2,-2,-11,8,5,0.9,-2,COC(=O)C1C(c2ccc(N(C)C)cc2)C(C(=O)OC)S(=O)(=O)CS1(=O)=O (centres undefined)
8,-3,4,3,-4,1,11,5,0.7,0,Cn1c(=O)c2c(nc(NCCc3ccccc3)n2CC(=O)NCCc2ccccc2)n(C)c1=O
2,0,1,4,-5,2,4,4,1.4,-4,CCOC(=O)c1c(C)c(C(=O)O)n(C)c1C
0,2,2,-2,2,-4,0,4,-1.6,-2,Cc1ccc(CNC(=O)c2cc3ccccc3oc2=O)cc1
0,0,-1,-1,2,.,5,7,0.9,-1,CCOC(=O)[C@]12CCC=C1N(CCC1=CCCCC1)C(=O)[C@H](CC(=O)N1CCSCC1)C2
3,-1,11,-3,1,0,18,0,1.8,3,COc1ccc(OCC(O)CN2CCCCCC2)cc1 (centres undefined)
0,1,-17,3,-1,-27,0,4,-2.9,1,Cc1ccc(C)c(Cn2nc(-c3ccccc3)ccc2=O)c1
1,1,5,-2,2,2,5,-6,0.5,1,O=C(O)CCn1[nH]c(=O)c2ccccc2c1=O
4,1,1,14,-7,3,-10,6,0.6,12,CC(=O)NCCc1nc2ccccc2n1CCOc1ccccc1
-3,-5,-2,1,4,2,7,0,-0.6,1,CC(=O)Nc1ccc(C(=O)COC(=O)c2c(C)noc2C)c(F)c1
1,1,6,-4,-3,1,2,7,-0.5,-1,Cc1nc(N2CCN(C)CC2)[nH]c(=O)c1Cc1cccc2ccccc12
1,-1,-3,-17,-3,-10,4,4,0.6,-1,CCOc1ccc(NC(=O)Cn2nnc(-c3ccccc3NC(=O)c3cccs3)n2)cc1
7,-5,0,-3,1,-2,2,-5,1.4,2,O=C(Nc1ccc(Cl)c([N+](=O)[O-])c1)c1ccco1
-5,-1,6,-2,-2,4,-5,1,-3.1,-2,CCSc1nnc(NC(=O)c2cc(-c3ccc(C)c(C)c3O)n[nH]2)s1
-4,-1,2,3,-4,1,3,0,-2.4,-1,COc1ccc(C(=O)N2c3cc4c(cc3C(C)=CC2(C)C)OCO4)cc1
-1,0,0,2,0,0,1,3,2.2,-1,CCOC(=O)c1ccc(-n2c(-c3ccco3)nc3ccccc3c2=O)cc1
6,0,-22,-16,14,-35,1,1,0.8,0,CCn1cc(C(=O)NCc2ccco2)c(=O)c2cc(S(=O)(=O)N3CCc4ccccc4C3)ccc21
4,1,3,-5,-4,-6,1,4,0.1,0,CC(=O)Nc1ccc(S(=O)(=O)NCCc2ccccc2)cc1
4,1,6,12,81*,4,6,4,-0.6,-11,Cc1[nH]n(-c2ccccc2)c(=S)c1C=NCCCN=Cc1c(C)[nH]n(-c2ccccc2)c1=S
2,-4,-6,-6,0,.,-1,3,-0.2,0,Cc1cccc(-n2c(=S)[nH]c3nc4c(cc3c2=O)COC(C)(C)C4)c1
-2,-1,3,0,-1,-4,11,0,0.9,-4,COc1ccc(S(=O)(=O)Nc2ccccn2)cc1C
1,6,5,3,-6,-5,-6,-5,-2.3,4,c1ccc(SCCN2CCN(c3ccccc3)CC2)cc1
7,1,-5,-2,-2,-1,2,-3,-1.0,-1,CCCn1c(SCC(=O)NCC2CCCO2)nc2c1c(=O)n(C)c(=O)n2C (centres undefined)
-2,-14,3,9,0,.,4,8,0.7,0,CCCCn1nnnc1C(c1cccs1)N1CCN(C/C=C/c2ccccc2)CC1 (centres undefined)
3,-4,-2,10,-2,-5,4,-1,0.6,1,O=C(CN1CCN(c2ccccn2)CC1)Nc1nc2ccccc2s1
-2,-6,-6,1,12,-4,-10,-7,-0.8,-4,CCCCc1ccc(NC(=O)CSc2nnc(C)c(=O)n2N)cc1
2,1,0,-4,3,-1,1,-1,-1.6,-2,Cc1cc(C)c(C(=O)Nc2ccc(S(=O)(=O)Nc3onc(C)c3C)cc2)c(C)c1
3,0,-5,5,1,9,4,-4,-1.1,1,COc1ccc(CNC(=O)NS(=O)(=O)c2ccc(C)cc2)cc1
5,-1,-8,0,1,-9,7,8,-1.5,5,CN(Cc1ccccc1)S(=O)(=O)c1ccc2c(c1)OCCO2
3,0,-4,1,-2,-5,9,1,-0.9,-1,COCCN(Cc1cc2cc3c(cc2nc1Cl)OCO3)C(=O)c1cccc(C)c1
2,-2,1,5,-2,-2,8,-1,0.2,1,COc1ccc(CCNC(=O)CNC(=O)c2ccc(Br)o2)cc1OC
6,-1,7,-2,-2,.,2,.,.,1,C[C@H]1[C@@H](C(=O)N2CCCC2)CC(=O)/C(=N/OCc2ccccc2)C[C@@H]1c1ccccc1
1,13,-6,0,12,4,5,-1,1.0,1,S=c1[nH]nc(-c2ccc(Br)cc2)n1-c1ccc2c(c1)OCCO2
-4,4,3,-3,2,8,15,-3,-3.1,0,COc1ccc(NC(=O)C2CCCN(S(=O)(=O)c3ccc(Cl)cc3)C2)cc1OC (centres undefined)
3,-4,1,-3,2,5,10,-7,-0.1,1,CC(OC(=O)C1CC1)C(=O)Nc1cccc(S(=O)(=O)N2CCOCC2)c1 (centres undefined)
-4,-1,-11,-8,0,-1,5,-2,-0.6,10,Cc1ccc(C(=O)NC(=S)NCC2CCCO2)cc1Br (centres undefined)
-5,4,4,2,0,-8,3,9,-1.0,-2,COC(=O)CCN(C(=O)c1ccc(C)c([N+](=O)[O-])c1)c1ccccn1

# For reference, two of the compounds above:
DDE Tn7 FP inh,LEDGF integ inh,ABHD4 inh,SIAE primary,PRMT1 FP inh,HTRA1 inh,TDP2 inh,TCR-CD3 inh,PG9 Ab binder,UHRF1 MBD2 ctr,molecule
1,6,5,3,-6,-5,-6,-5,-2.3,4,c1ccc(SCCN2CCN(c3ccccc3)CC2)cc1
7,1,-5,-2,-2,-1,2,-3,-1.0,-1,CCCn1c(SCC(=O)NCC2CCCO2)nc2c1c(=O)n(C)c(=O)n2C (centres undefined)

# The results go on:
DDE Tn7 FP inh,LEDGF integ inh,ABHD4 inh,SIAE primary,PRMT1 FP inh,HTRA1 inh,TDP2 inh,TCR-CD3 inh,PG9 Ab binder,UHRF1 MBD2 ctr,molecule
-1,5,-8,-27,-2,1,-4,7,-1.2,-1,CCS(=O)(=O)c1ccc2oc(SCC(=O)N3c4ccccc4CC3C)nc2c1 (centres undefined)
2,1,-7,0,1,-22,7,-2,1.1,-2,CC(Cc1cccs1)NC(=O)Nc1cccc(Cl)c1 (centres undefined)
-6,6,-6,-2,1,.,-20,-3,-1.9,3,COc1cc(C2NCCc3c2[nH]c2ccccc32)ccc1OC(C)C (centres undefined)
-5,2,7,-1,0,5,-3,11,-3.0,0,CC(=O)N1CCN(C(=S)c2cccc([N+](=O)[O-])c2)CC1
1,0,0,10,-1,7,3,4,-0.3,3,CC(C)(C)c1ccccc1NC(=O)c1cccnc1
2,-12,-3,-3,4,0,7,-5,1.2,1,O=C1C2C3C=CC(C4CC34)C2C(=O)N1c1ccc2c(c1)OCO2 (centres undefined)
-2,-6,-2,3,3,3,-11,6,-7.5,4,CC(/C=C/c1ccc2c(c1)OCO2)=N/NC(=O)c1ccc(C)nc1
-3,-2,-1,-6,1,-6,-3,3,-2.4,1,COc1ccc(S(=O)(=O)N2CCCOC2CNC(=O)C(=O)NCCc2ccco2)cc1C (centres undefined)
0,-3,-5,1,7,-4,5,0,0.0,2,O=C(CSc1nnc(-c2csc3c2CCCC3)o1)Nc1ccccc1
1,-2,0,6,-1,5,5,-1,0.5,3,Cc1nnc(SCC(=O)N2CCc3ccccc32)n1-c1ccccc1
-1,3,5,-3,2,2,-5,-7,0.2,0,O=[N+]([O-])c1ccccc1S(=O)(=O)Oc1ccccc1/C=N/n1cnnc1
2,-2,-5,-5,1,.,-3,-5,-0.5,0,COc1ccc(C(C)(O)c2nc(-c3cccc(C#N)c3)cs2)cc1 (centres undefined)
-12,-1,-5,-7,-2,-32,-7,5,-1.4,5,CCOC(=O)Nc1ccc2c(CNC(C)c3ccccc3OC)cc(=O)oc2c1 (centres undefined)
-3,-1,-2,0,1,-5,10,1,-3.9,0,CCc1ccccc1NC(=O)CN(C)C(=O)CSc1nnc(Nc2cccc(C)c2)s1

# Source: PubChem BioAssay (The Scripps Research Institute Molecular Screening Center)
